# SRC2 inh: human SRC2 (NCOA2) inhibition. HEK293 GAL4-SRC2 luciferase reporter, luminescence. AID 651957. hit rate 0.17% among 370,000. inhibition, % at 9 µM;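 active = inhibition above the mean inhibition of all tested compounds plus 3 SD, set per campaign, cut at about 52% in these data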;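 also: 0% = DMSO treated cells and 100% = cells given Gossypol at 36 µM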
# Target sequence (Q15596 whole entry, looked up, the tested form may be a part): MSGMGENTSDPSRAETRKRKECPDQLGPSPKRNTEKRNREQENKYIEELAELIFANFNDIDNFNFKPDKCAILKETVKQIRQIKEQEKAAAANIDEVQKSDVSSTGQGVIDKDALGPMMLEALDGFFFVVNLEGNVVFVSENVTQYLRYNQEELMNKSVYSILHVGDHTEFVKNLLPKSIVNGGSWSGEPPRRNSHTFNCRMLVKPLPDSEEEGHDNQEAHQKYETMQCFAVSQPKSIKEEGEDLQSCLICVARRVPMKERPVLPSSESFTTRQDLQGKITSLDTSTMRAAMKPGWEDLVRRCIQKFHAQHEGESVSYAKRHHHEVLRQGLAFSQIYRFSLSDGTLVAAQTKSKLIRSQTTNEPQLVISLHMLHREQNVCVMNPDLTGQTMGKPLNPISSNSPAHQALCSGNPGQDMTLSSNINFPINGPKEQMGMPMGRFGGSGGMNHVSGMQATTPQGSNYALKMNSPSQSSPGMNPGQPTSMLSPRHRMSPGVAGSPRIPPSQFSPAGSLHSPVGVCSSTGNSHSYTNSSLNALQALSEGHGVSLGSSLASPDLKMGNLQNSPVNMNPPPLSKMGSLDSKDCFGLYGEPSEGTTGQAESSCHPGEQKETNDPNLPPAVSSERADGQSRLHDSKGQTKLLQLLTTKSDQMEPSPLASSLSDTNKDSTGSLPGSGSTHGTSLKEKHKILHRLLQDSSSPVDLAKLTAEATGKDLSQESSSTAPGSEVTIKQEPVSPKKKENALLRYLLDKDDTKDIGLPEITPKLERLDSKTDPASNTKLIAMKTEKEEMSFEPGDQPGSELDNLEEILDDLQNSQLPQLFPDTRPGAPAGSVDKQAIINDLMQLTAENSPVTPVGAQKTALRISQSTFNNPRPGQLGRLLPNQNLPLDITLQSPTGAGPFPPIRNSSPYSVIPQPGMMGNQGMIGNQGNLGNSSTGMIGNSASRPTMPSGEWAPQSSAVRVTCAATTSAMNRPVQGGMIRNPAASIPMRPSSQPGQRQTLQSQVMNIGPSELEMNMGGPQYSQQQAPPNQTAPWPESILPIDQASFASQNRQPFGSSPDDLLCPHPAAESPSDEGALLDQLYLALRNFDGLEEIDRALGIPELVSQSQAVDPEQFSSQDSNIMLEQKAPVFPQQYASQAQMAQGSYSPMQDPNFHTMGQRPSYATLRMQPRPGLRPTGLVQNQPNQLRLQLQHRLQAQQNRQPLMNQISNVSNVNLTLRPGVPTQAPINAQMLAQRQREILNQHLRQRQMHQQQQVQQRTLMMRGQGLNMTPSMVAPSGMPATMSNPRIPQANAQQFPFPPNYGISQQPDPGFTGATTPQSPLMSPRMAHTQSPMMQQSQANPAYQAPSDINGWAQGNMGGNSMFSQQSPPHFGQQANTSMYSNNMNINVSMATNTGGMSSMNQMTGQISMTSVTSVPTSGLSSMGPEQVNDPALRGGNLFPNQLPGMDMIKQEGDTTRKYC
# MC4R barr agon: human MC4R agonism via beta-arrestin. P32245. U2OS MC4R beta-arrestin complementation, luminescence; percent of melanotan II response, DMSO zero. activation, % at 8.9 µM. hit rate 0.98% among 360,000;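 active = activation above a per-plate cutoff, the mean activation of sample wells on that plate plus 3 SD, cut at about 8% in these data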
# ABHD5-PLIN5 inh: ABHD5-PLIN5 protein interaction inhibition | inhibition, % at 4 µM | hit rate 0.78% among 360,000 | Split G. princeps luciferase complementation, luminescence, 4 h | Q00G26+Q8WTS1;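 active = inhibition above the mean inhibition across every tested compound plus 3 SD, cut at about 22% in these data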;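 also: 0% = DMSO only wells and the 100% control is not disclosed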
# Glyco luc inh: N-linked glycosylation inhibition; D54 ERlucT glycosylation luciferase reporter, 24 h; percent of 100 nM tunicamycin response; reporter increase, % at 12.5 µM; hit rate 0.23% among 360,000;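 active = mean luciferase reporter signal, scaled so untreated is 0 and the glycosylation-blocking control 100, at or above a set limit in every replicate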;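 also: luciferase carries N-glycosylation sites so blocking glycosylation raises the light; 0% = median of neutral control wells and 100% = median of 100 nM tunicamycin wells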
# HTR2A ag: activates the mouse 5-HT2A serotonin receptor. P35363. CHO-K1 mHTR2A beta-arrestin complementation, luminescence; percent of 30 µM serotonin response. activation, % at 7.6 µM. hit rate 0.66% among 360,000. AID 624169;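 active = activation above a run cutoff, the mean activation of all tested compounds plus 3 SD, cut at about 14% in these data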;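 also: 0% = plate median of compound wells and 100% = 30 µM serotonin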
# TLR9-MyD88 inh: inhibitors of human TLR9-MyD88 binding. CHO BLA complementation TLR9-MyD88, CCF4 FRET ratio. hit rate 0.21% among 340,000. Q9NR96+Q99836. AID 504734. inhibition, % at 4.98 µM;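 active = inhibition above the mean over all tested compounds plus 3 SD, cut at about 21% in these data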;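 also: 0% = DMSO only wells and 100% = clavulanate BLA inhibitor control wells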
# NOD2 RIPK2 PPI: blocks binding of human NOD2 to RIPK2. O43353. CHO BLA complementation NOD2-RIPK2, CCF4 ratio. AID 624267. hit rate 0.38% among 360,000. inhibition, % at 4.98 µM; in the data active = inhibition above about 21%;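 also: 0% = vehicle only and 100% = reference blocker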
# Cardio protect: myocardial damage modulation in H9c2 cells | H9c2 cardiomyocytes, H2O2 injury protection, ATPLite, 2 h | protection from H2O2 cell death, % at 20 µM | hit rate 0.63% among 360,000 | AID 588492;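 active = compounds giving at least 50% protection of heart cells from peroxide-induced death in the single-dose screen, raw or plate-pattern-corrected value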;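 also: 0% = DMSO wells with peroxide and 100% = DMSO wells without peroxide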
# ABCB6 inh 2: human ABCB6 transporter inhibition | Q9NP58 | K562-ABCB6 porphyrin accumulation, flow cytometry, 1 h; active compounds read low | hit rate 0.19% among 360,000 | AID 602162 | fluorescence ratio to DMSO, % at 10 µM;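 active = fluorescence ratio to DMSO below 75%, the collection mean minus 3 SD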;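 also: signal is porphyrin accumulated inside mitochondria; 100% equals median channel fluorescence of DMSO control wells; lower ratio means ABCB6 inhibition with less porphyrin fluorescence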
# MC4R antagonist: antagonists of human melanocortin 4 receptor (MC4R); P32245; MC4R-expressing cells, MTII-stimulated cAMP, LANCE TR-FRET; inhibition, % at 6.5 µM; hit rate 0.48% among 360,000; AID 540295;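 active = inhibition above its plate's cutoff, the mean of tested wells on that plate plus 3 SD, cut at about 29% in these data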;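 also: 0% = Melanotan II alone and 100% = Melanotan II plus saturating MCL0020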
#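 System – human MC4R-expressing U2OS cells · Also added – Melanotan II · Dosing – one concentration, 6.5 µM nominal · Timing – 30-min compound, 1-h challenge, 1-h detection, room temperature · Measured by – Eu-cAMP/anti-cAMP TR-FRET, emission 671 nm · Replicates – singlicate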
# The depositor's hits bear a star; nt = not tested or not shown. The list is partial. The share of hits here may be higher or lower than overall.
SMILES,SRC2 inh,MC4R barr agon,ABHD5-PLIN5 inh,Glyco luc inh,HTR2A ag,TLR9-MyD88 inh,NOD2 RIPK2 PPI,Cardio protect,ABCB6 inh 2,MC4R antagonist
Cc1ccc(C)c(CC(=O)N2CCCCC2c2cc(C(=O)Nc3ccc(F)c(Cl)c3)no2)c1 (configuration not stated),4,-0.9,-4,-13,-4,nt,-10,-11,100,-7
O=C(O)c1ccc(S(=O)(=O)c2ccc([N+](=O)[O-])cc2[N+](=O)[O-])cc1,-24,-0.5,42*,1,4,-8,-13,6,99,1
CC(C)(C)NC(=O)c1nc2nc(-c3ccccc3)cc(C(F)(F)F)n2n1,6,-1.1,4,1,0,4,-12,1,99,-1
COc1ccc2c(Cl)c(C(=O)N/N=C/c3cccnc3)sc2c1,-1,-1.6,6,1,-7,6,4,-11,98,-9
Cc1[nH]c2ccccc2c1C(=O)COC(=O)c1c(-c2ccccc2)noc1C,4,-0.5,3,-2,-2,0,-11,4,94,-7
CCN(c1ccc(NC(=O)CN2C(=O)NC3(CCOc4ccccc43)C2=O)cc1)C(C)C (configuration not stated),-20,-0.3,0,2,-7,-2,4,-14,97,13
CN(C)c1ccc(/C=N/NC(=O)Cn2nnc3ccccc32)cc1,-5,0.1,1,-1,2,2,-1,1,102,-6
N/C(Cc1ccc([N+](=O)[O-])cc1)=N\OC(=O)c1ccc([N+](=O)[O-])cc1,-16,-2.2,4,1,4,-8,-2,-3,110,3
Cc1ccc(C(=O)NC(=S)N2CCN(c3ccccc3F)CC2)cc1,-31,0.3,-9,4,-2,-3,4,-7,102,7
Cc1ccc(/C=N/NC(=S)Nc2cccc(S(=O)(=O)N(C)C)c2)o1,-9,-0.2,-1,15,-2,-1,1,3,92,-7
CCN1CCN(c2cc(C)c3cc(NC(=S)N(CC)CC)ccc3n2)CC1,-9,-0.7,3,-1,-1,-4,2,-8,94,6
Cc1cccn(Cc2c(Cl)cccc2Cl)c1=O,20,-1.5,4,-1,-6,nt,3,5,96,-4
Cc1noc(C)c1N=Nc1ccccc1C(=O)O,15,-0.9,-2,1,4,-9,-4,2,99,-4
CCCOc1ccc(Cl)cc1/C=C1/C(=O)ON=C1C,10,-0.9,6,1,12,-7,-1,4,100,8
O=C(CNC(=O)C(c1ccccc1)c1ccccc1)N/N=C/c1ccc(O)cc1O,9,-0.5,1,2,2,4,-3,56*,92,4
Cc1cc(Cl)ccc1OC(C)C(=O)NCCCCc1ccccc1 (configuration not stated),5,9.0*,-8,-5,-5,-14,6,-3,101,14
COC(=O)c1ccccc1NC(=O)CN(c1ccccc1)S(=O)(=O)N(C)C,-3,1.3,-2,0,-2,-3,4,6,97,-1
CC1CC(C)CN(c2oc(Cc3ccccc3)nc2C#N)C1 (configuration not stated),-4,2.8,-1,-4,0,-9,0,-8,94,8
COc1ccc(CCCC(=O)NCC(=O)N/N=C/c2cc(Cl)ccc2OC)cc1,21,0.3,-5,1,-4,-5,-7,0,92,-4
CC(=O)C1=C(C)Nc2ncnn2C1c1cccc(O)c1 (configuration not stated),4,-0.8,-6,3,3,4,2,2,99,-1
COc1ccccc1NC1CCCCC1NS(=O)(=O)c1ccc(C)cc1 (configuration not stated),-7,1.0,-7,-1,-2,-5,-4,-6,101,9
COc1ccc2ccccc2c1CN1CCN(C)CC1,-10,-1.7,1,0,-3,-6,-2,0,99,0
COC(=O)c1ccc(/C=C2\SC(=S)N(CCCC(=O)N3CCOCC3)C2=O)cc1,1,-0.4,2,0,7,-8,-5,5,103,13
O=C(NC(=S)NCCc1ccccc1)c1ccco1,-18,-0.5,2,1,-1,0,-1,-2,102,2
O=c1[nH]c(C(F)(F)F)nc2ccccc12,13,-1.2,-9,2,-1,2,5,-7,101,-4
O=C(C[C@@H]1C/C=C\C[C@H](Cc2ccc(F)cc2)C(=O)OC[C@@H](c2ccccc2)NC1=O)NCCO,-1,2.9,-2,1,6,7,-9,-2,96,5
CCC(=O)NCC(=O)OCC(=O)c1ccccc1,-12,0.1,-2,1,2,-4,-2,12,97,12
Oc1c(C(c2ccc(F)cc2)N2CCc3ccccc3C2)sc2ncnn12 (configuration not stated),13,-0.7,-2,3,2,8,10,14,97,5
Cc1ccc(S(=O)(=O)Oc2ccccc2/C=N/NC(=O)c2nn(C)cc2[N+](=O)[O-])cc1,9,-3.3,-3,-6,3,5,3,17,94,10
CC(=O)Nc1ccc(N2C(=O)CC(N3CC(C)OC(C)C3)C2=O)cc1 (configuration not stated),-7,0.7,4,0,0,-10,1,-11,86,11
Cn1c(N)c(C(=O)COC(=O)/C=C/c2cccc(F)c2)c(=O)n(C)c1=O,-8,0.5,0,-1,-1,-8,0,2,100,10
CCc1cccc2c(C(=O)CN3C(=O)N(C)C4(CCCCC4)C3=O)c[nH]c12,-16,-2.6,-1,3,-9,9,2,-2,91,0
CCOC(=O)c1cccc(NC(=O)CSc2nncn2-c2ccccn2)c1,-10,-1.4,0,1,8,-7,0,5,100,-5
CCC(C)(C(=O)NC1CCCCC1)N(Cc1cccs1)C(=O)c1ccccn1 (configuration not stated),17,0.1,-5,-1,0,-13,-9,3,109,12
C=CCN1C(=O)CN=C1Nc1cccc(C)c1,-21,-0.4,-2,2,-2,-3,-8,-2,94,16
CC(C)N(Cc1nc(-c2ccccc2)no1)C(=O)c1ccc(Br)o1,3,-0.8,0,-2,-4,0,10,-5,90,3
COc1ccc(-c2cc(C(=O)N/N=C/c3ccc(OC)c(COCC(F)(F)C(F)F)c3)c3ccccc3n2)c(OC)c1,-8,-2.8,0,-3,-7,6,-14,28,86,0
CC(C)NC(=S)n1cc(C(=O)c2cc(Cl)cc(Cl)c2O)cn1,2,-1.4,2,-2,-1,-2,4,-5,97,17
CSc1ccccc1-c1cnc2cccnn12,-28,0.3,-5,1,4,nt,-1,-2,102,25
COC(=O)c1cc(S(=O)(=O)NCC2CCN(Cc3cc(C)ccc3C)CC2)c[nH]1,8,-0.9,-8,-1,-6,0,-3,5,100,5
COc1cc(OC)c(N2CC(C(=O)Nc3cccc(C(=O)NC4CC4)c3)CC2=O)cc1Cl (configuration not stated),-15,1.2,7,1,6,6,-3,6,97,2
O=[N+]([O-])c1cc(CN2CCC(O)CC2)ccc1Cl,7,0.4,-3,1,6,-10,3,4,93,3
CC1N(C(=O)N2CCOCC2)CCN1S(=O)(=O)c1ccc(Cl)cc1 (configuration not stated),10,-0.8,-4,0,-2,-12,8,-4,100,1
Cc1ccc(NC(=O)CSCC(=O)N(CCC(C)C)c2c(N)n(Cc3ccccc3)c(=O)[nH]c2=O)cc1,-11,0.4,-4,3,3,-11,5,0,90,1
O=C(O)c1cc(S(=O)(=O)N2CCN(S(=O)(=O)c3ccccc3)CC2)ccc1Cl,-26,0.7,-2,0,0,-1,-4,2,93,9
CNC(=O)C(C)N1c2cccc3cccc(c23)S1(=O)=O (configuration not stated),-11,-2.6,0,0,2,1,-4,-1,100,5
O=S(=O)(c1ccc(Cl)cc1)N1CCCN(c2ccc(C(F)(F)F)cn2)CC1,-2,3.3,-8,-3,2,-10,-2,-6,107,4
COc1cc(C(=O)N2CCN(C(=O)c3ccco3)CC2)cc(OC)c1OC,-18,-0.6,-1,-1,4,9,4,6,100,3
COc1cccc2cc(C(=O)C3=C(O)C(=O)N(CCN4CCOCC4)C3c3ccc(C)o3)oc12 (configuration not stated),1,-1.9,1,1,-9,-5,-1,6,100,20
O=C1OCC2=C1C(c1ccc(F)cc1)Sc1ccccc1N2 (configuration not stated),-11,-0.2,5,1,6,-2,7,-15,95,1
N#Cc1ccccc1OCC(=O)Nc1nnc(C2CC2)s1,-33,0.7,20,-2,7,6,-7,-5,98,0
CN(Cc1ccc(Cl)c(Cl)c1)C(c1cc2ccccc2o1)c1nnnn1C(C)(C)C (configuration not stated),9,nt,-14,nt,-8,nt,-2,nt,94,nt
CCCN(CCC)c1ccc(/C=C/c2ccc3cc(OCC)ccc3n2)cc1,15,0.1,-4,0,8,-13,10,-14,330,14
O=C(COc1ccc(Br)cc1)NN1C(=O)c2ccccc2C1=O,-2,1.9,-1,1,-7,nt,3,3,95,5
CCn1cnc2c1c(=O)n(CC(=O)NCc1ccccc1)c(=O)n2Cc1ccccc1,-36,1.8,5,0,5,1,-5,9,92,-8
Cc1cc(C)cc(C(=O)NC(CC(N)=O)c2ccc(N3CCN(c4ccccn4)CC3)c([N+](=O)[O-])c2)c1 (configuration not stated),-3,0.1,-1,0,0,-3,-2,-1,99,6
C=C1CCN([C@@H](Cc2ccccc2)C(=O)NCc2ccc(Cl)cc2)S(=O)(=O)c2ccccc21,0,1.2,-14,-6,-6,-6,5,2,95,10
Cc1ccc(NC(=O)CSc2nnc(-c3cccs3)n2Cc2ccco2)cc1,4,-0.4,-3,0,0,3,-10,2,96,6
CCc1c(O)nc(SCC(=O)Nc2ccc3c(c2)CCC3)[nH]c1=O,6,-0.4,-5,3,-8,1,-10,7,198,5
O=C(COc1ccc(Cl)cc1)NNC(=O)c1ccncc1,-13,-1.0,-6,1,-3,7,-7,8,95,8

# Compound profiles, from the list above.
# CCc1cccc2c(C(=O)CN3C(=O)N(C)C4(CCCCC4)C3=O)c[nH]c12 reads SRC2 inh = -16; MC4R barr agon = -2.6; ABHD5-PLIN5 inh = -1; Glyco luc inh = 3; HTR2A ag = -9; TLR9-MyD88 inh = 9; NOD2 RIPK2 PPI = 2; Cardio protect = -2; ABCB6 inh 2 = 91; MC4R antagonist = 0
# Cc1[nH]c2ccccc2c1C(=O)COC(=O)c1c(-c2ccccc2)noc1C reads SRC2 inh = 4; MC4R barr agon = -0.5; ABHD5-PLIN5 inh = 3; Glyco luc inh = -2; HTR2A ag = -2; TLR9-MyD88 inh = 0; NOD2 RIPK2 PPI = -11; Cardio protect = 4; ABCB6 inh 2 = 94; MC4R antagonist = -7

# (cont.)
SMILES,SRC2 inh,MC4R barr agon,ABHD5-PLIN5 inh,Glyco luc inh,HTR2A ag,TLR9-MyD88 inh,NOD2 RIPK2 PPI,Cardio protect,ABCB6 inh 2,MC4R antagonist
Cc1ccc(N2CC(C(N)=O)CC2=O)cc1 (configuration not stated),-12,-1.0,2,1,4,-7,-2,-2,96,4
CN(C)CCN(C)C1CN(Cc2ccc(F)cc2)S(=O)(=O)C1 (configuration not stated),19,nt,-4,0,-3,nt,3,9,100,nt
Cc1ccc(C)c(NC(=O)CCN2CCCCC2)c1,-29,0.4,-3,2,1,11,0,-3,103,20
CCOC(=O)Cc1csc(N/N=C\c2ccc(N(C)C)cc2)n1,-32,-3.4,-11,-4,-5,5,-2,1,123,6
Cc1ccc2nc(Nc3ccc(C)c(C)c3)c3nncn3c2c1,-3,0.8,-2,5,2,1,-13,4,95,-14
O=C(O)CSC(C(=O)Nc1ccc(Br)cc1)c1ccc(Cl)cc1 (configuration not stated),-2,-0.1,0,1,0,0,1,8,104,4
COc1ccc(NC(=O)CN(C)C(=O)CC2CCCC2)cc1,-5,1.5,2,2,6,-3,2,1,96,-2
